From PubChem
RGS4 inh: inhibitors of human regulator of G protein signaling 4; P49798; Transcreener GDP fluorescence polarization, RGS4-accelerated GTP hydrolysis; Potency, µM (doses to about 114 µM), inactives show at the top dose activity change, negative = inhibition, actives largely listed as inhibitors; hit rate 0.039% among 390,000; AID 504845; also: potency is read from the fitted curve at half-maximal effect; % is scaled to controls: 0 for no effect and ±100 for the full control effect; nearly all actives have a fitted effect of over 75% in size; some results filed as inactive show a strong effect at the top dose
Target sequence (P49798 whole entry, looked up): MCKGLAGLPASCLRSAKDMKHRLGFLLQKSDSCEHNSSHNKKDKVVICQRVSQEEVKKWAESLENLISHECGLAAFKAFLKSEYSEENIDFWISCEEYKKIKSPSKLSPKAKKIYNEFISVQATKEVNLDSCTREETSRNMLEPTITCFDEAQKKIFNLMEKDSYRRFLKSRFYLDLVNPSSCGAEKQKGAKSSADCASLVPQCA
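MLSMR compounds (23 nl, pin-transferred) preincubated 10 min at room temperature with a 500nM (2x) first reagent, then RGS4 at 900nM (2x) plus Transcreener GDP mix added; fluorescence polarization (620/688 nm) read before and after 90 min at 30 °C.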
GRP78 ERSR act: ER stress response induction in glioma; U87-MG GRP78 promoter luciferase reporter, 16 h; Potency, µM, without a hit: at the highest dose activation, hits mostly activators; hit rate 0.02% among 420,000; AID 602332; also: potency is read from the fitted curve at half-maximal effect; series mostly up to about 76 µM; % of control where 0% means no effect; nearly all actives have a fitted effect of over 35% in size
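Stably transfected U87-MG glioma cells carrying a GRP78-based luciferase sensor; 16 h compound incubation. Luminescence end-point read 10 min after Bright-Glo addition at room temperature.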
TrxR1 inh: rat TrxR1 inhibition; O89049; recombinant rTrxR1, NADPH fluorescence consumption, selenite substrate; Potency, µM (titrated, usually from 114 µM), for inactives: top-dose activity change, negative = inhibition, actives largely listed as inhibitors; hit rate 1% among 390,000; also: potency is read from the fitted curve at half-maximal effect; % is scaled to controls: 0 for no effect and ±100 for the full control effect; nearly all actives have a fitted effect of over 65% in size
Target sequence (O89049 whole entry, looked up): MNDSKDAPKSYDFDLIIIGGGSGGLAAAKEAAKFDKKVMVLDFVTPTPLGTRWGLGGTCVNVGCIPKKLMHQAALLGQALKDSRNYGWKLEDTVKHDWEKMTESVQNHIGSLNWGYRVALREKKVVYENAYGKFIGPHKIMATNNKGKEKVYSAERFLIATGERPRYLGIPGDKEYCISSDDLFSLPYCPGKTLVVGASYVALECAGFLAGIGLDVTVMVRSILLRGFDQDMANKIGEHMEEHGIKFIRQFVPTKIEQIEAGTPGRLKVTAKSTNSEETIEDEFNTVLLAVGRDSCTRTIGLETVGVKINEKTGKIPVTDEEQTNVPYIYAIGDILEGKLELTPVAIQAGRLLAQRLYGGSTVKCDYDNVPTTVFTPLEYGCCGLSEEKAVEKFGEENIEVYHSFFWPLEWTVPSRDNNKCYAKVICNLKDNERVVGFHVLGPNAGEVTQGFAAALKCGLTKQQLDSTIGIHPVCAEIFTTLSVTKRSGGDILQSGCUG
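Rat TrxR1 (90 nM in the dispensed reagent) was pre-reduced with 400 uM NADPH for 5 min at room temperature, then incubated with compound for 15 min. After 400 uM selenite was added, NADPH fluorescence (Ex 340/Em 450 nm) was followed for 8 min.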
mIDH1 inhibitor: inhibitors of human mutant IDH1 R132H; Potency, µM (series often up to 76.6 µM), inactives show at the highest dose activity change, negative = inhibition, hits mostly inhibitors; hit rate 0.093% among 390,000; IDH1-R132H enzyme, NADPH consumption, diaphorase/resazurin fluorescence; also: potency is read from the fitted curve at half-maximal effect; % is scaled to controls: 0 for no effect and ±100 for the full control effect; nearly all actives have a fitted effect of over 65% in size
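IDH1-R132H (0.5 ug/mL) preincubated 30 min with compound, then NADPH (0.016 mM) and alpha-KG (2 mM) added; 80 min at RT, pH 7.5. Remaining NADPH coupled via diaphorase/resazurin to fluorescence (540/590 nm); concentration-response curves normalized to no-enzyme control.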
Vif-A3F inh: Vif-A3F binding inhibition; HeLa A3F-eYFP + Vif (tagged APOBEC3F with the HIV-1 protein that degrades it), YFP fluorescence increase; Potency, µM (top dose mostly 46.1 µM), for inactives: at the top dose activity, negative = active; hit rate 0.2% among 390,000; AID 602313; also: potency is read from the fitted curve at half-maximal effect; % of control where 0% means no effect; nearly all actives have a fitted effect of over 65% in size
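HeLa cells stably expressing A3F-eYFP plus Vif, plated and incubated overnight at 37 deg C, then exposed to compounds overnight at 37 deg C. Blocked degradation read as raised yellow fluorescence (Ex 488/Em 500-530).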
USP1 inh: inhibitors of human USP1/UAF1 deubiquitinase; O94782; recombinant USP1/UAF1, Ub-Rhodamine cleavage fluorescence; hit rate 0.23% among 390,000; Potency, µM (highest dose often 57.1 µM), without a hit: at the top dose activity change, negative = inhibition, most hits filed as inhibitors; also: potency is read from the fitted curve at half-maximal effect; % is scaled to controls: 0 for no effect and ±100 for the full control effect; nearly all actives have a fitted effect of over 60% in size; inactives centre near -12
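In this screen, compounds sit with the deubiquitinase complex (1nM) for 15 min at room temperature before Ub-Rho is added at 150nM final. Fluorescence rise is then followed for 6 reads every 60 seconds.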
TrxR1 substrate: is turned over as a substrate by rat TrxR1 | O89049 | purified TrxR1 substrate turnover, NADPH consumption readout | Potency, µM (highest dose often 114 µM), without a hit: top-dose activity change, negative = substrate turnover | hit rate 0.01% among 390,000; also: potency is read from the fitted curve at half-maximal effect; % is scaled to controls: 0 for no effect and ±100 for the full control effect; nearly all actives have a fitted effect of over 50% in size
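Rat TrxR1, dispensed at 90 nM, was prereduced with 400 uM NADPH (final) for 5 min at ~22 deg C, then incubated with compound 15 min before 400 uM selenite. A first-read NADPH fluorescence drop versus no-compound background flagged substrates.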
LDHA block: inhibitors of human lactate dehydrogenase A; P00338; activity change, % (values are at about 110 or 230 µM); hit rate 0.15% among 480,000; purified LDHA, NADH/diaphorase-resazurin fluorescence; stronger effect = lower value; AID 1347041; in the data active = activity change below about -30%; inconclusive = mostly about -25% to -30%;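 also: plate controls were DMSO wells for no effect and wells without enzyme for full effect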
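Human LDH5 (2 nM) was incubated with 0.06 mM NADH and 0.2 mM pyruvate for 5 min at room temperature in Tris pH 7.4. Remaining NADH was coupled through diaphorase/resazurin, and resorufin fluorescence was read at 0 and 20 min.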
Vif-A3G inh: Vif-A3G binding inhibition. Q9HC16. HeLa A3G-eYFP + Vif (tagged APOBEC3G with the HIV-1 protein that degrades it), YFP fluorescence, overnight. Potency, µM (titrated, usually from 46.1 µM), for the others: at the highest dose activity, negative = active, hits mostly inhibitors. hit rate 0.076% among 410,000. AID 602310;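 also: potency is read from the fitted curve at half-maximal effect; % is scaled to controls: 0 for no effect and ±100 for the full control effect; nearly all actives have a fitted effect of over 60% in size; hits raise eYFP signal because A3G escapes Vif-driven loss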
Target sequence (Q9HC16 whole entry, looked up): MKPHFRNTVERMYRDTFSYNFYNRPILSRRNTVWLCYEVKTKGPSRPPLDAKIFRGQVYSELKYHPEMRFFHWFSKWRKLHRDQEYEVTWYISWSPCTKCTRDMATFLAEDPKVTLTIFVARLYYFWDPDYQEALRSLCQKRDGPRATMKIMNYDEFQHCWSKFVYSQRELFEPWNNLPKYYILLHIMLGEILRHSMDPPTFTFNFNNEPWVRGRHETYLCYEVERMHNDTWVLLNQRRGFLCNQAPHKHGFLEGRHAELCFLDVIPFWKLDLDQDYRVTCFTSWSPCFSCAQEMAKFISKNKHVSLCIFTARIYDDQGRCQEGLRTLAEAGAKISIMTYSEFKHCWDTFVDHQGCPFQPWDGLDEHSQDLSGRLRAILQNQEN
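Read-out is eYFP fluorescence (Ex 488/Em 500-530) from Vif-expressing HeLa A3G-eYFP cells; more signal means A3G escaped Vif-mediated degradation. Cells plated overnight, compound pinned in, incubated overnight at 37 deg C.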
Starred values were filed as active, the others as inactive; u = inconclusive; x = no result given; & = joins results of further samples; [ ] = dose if it differs, or a comment. Unless noted, calls follow the shape of the dose curve; as a rule, active = well fitted curve in the direction sought with a large enough effect; inconclusive = small, poorly fitted or top-dose-only effect, or another doubt; inactive = no such curve, though single readings can be large; an effect the other way counts as inactive or inconclusive. The list is partial; rates above refer to the full screens.

1. N#Cc1c(-c2ccco2)cc(-c2ccccc2)[nH]c1=O
2. COc1ccccc1NS(=O)(=O)c1ccc(-c2cc(C)no2)s1
3. Cc1ccc(/C=N/Nc2ccc(F)cc2F)s1
4. O=C(Cn1c2ccccc2c(=O)c2ccccc21)N/N=C/c1cc([N+](=O)[O-])ccc1N1CCCCC1
5. CCOC(=O)c1cnc2cc(-c3ccc(Cl)cc3)nn2c1-c1ccccc1
6. Cc1ccc(S(=O)(=O)c2nc(S(C)(=O)=O)sc2N2CCCCCC2)cc1
7. CC(CNC(=O)c1cc2ccccn2n1)c1ccccc1 (stereo not given)
8. CCN(C(=O)Cn1c(Cl)nc2c1c(=O)n(C)c(=O)n2C)C1CCCCC1
screen / no.	1	2	3	4	5	6	7	8
RGS4 inh	-6%	34%	-33%	-3%	-19%	5%[56.9 µM]	-1%	0%
GRP78 ERSR act	4%	-4%	2%	-5%	-3%	-5%	2%	-2%
TrxR1 inh	-15%	15%	-13%	-3%	19%	4%	1%[57.1 µM]	15%
mIDH1 inhibitor	0%	-7%	0%	3%	0%	21%	-12%	-3%
Vif-A3F inh	6%	2%	1%	u	3%	0%	2%	2%
USP1 inh	-14%	-8%	-24%	-18%	-2%	-8%	-13%	-8%
TrxR1 substrate	37%[activator]	-1%	-4%	10%	26%	-9%	-3%[57.1 µM]	-2%
LDHA block	0	-16	3	-3	-1	-5	-1	-3&0
Vif-A3G inh	-13%	u	-11%	-1%	-1%	0%	3%	1%

9. COc1ccc(F)cc1S(=O)(=O)NCC(c1ccco1)N1CCc2ccccc2C1 (stereo not given)
10. Cn1c(SCC(=O)NC2CC2)nnc1-c1cccc(NC(=O)c2ccccc2F)c1
11. O=C(CSc1nnc(COc2ccccc2)o1)N1CCN(c2ccccc2)CC1
12. CC(=O)N1CCc2c(sc3c2c(=O)n(-c2ccc(F)cc2)c(=O)n3Cc2cc(C)ccc2C)C1
13. CCOC(=O)[C@H]1[C@H]2COc3ccccc3[C@@H]2N2C(=O)c3cc(OC)ccc3NC(=O)[C@@]12C
14. Nc1c(C(=O)Nc2ccc(F)cc2)nnn1-c1cccc(C(F)(F)F)c1
15. COc1ccc(CC(=O)N(CCC2=CCCCC2)c2c(N)n(Cc3ccccc3)c(=O)[nH]c2=O)cc1OC
16. CCc1ccc(NC(=O)Cn2cnc3sc(C)c(S(=O)(=O)N4CCOCC4)c3c2=O)cc1
screen / no.	9	10	11	12	13	14	15	16
RGS4 inh	-10%	-11%	8%&17%	18%	4%	18%	0%	14%
GRP78 ERSR act	-4%	-3%	-6%&-4%	0%	-4%	-2%	-5%	1%
TrxR1 inh	-4%[57.1 µM]	-4%	-3%&2%	6%	17%[57.1 µM]	2%[57.1 µM]	6%	24%
mIDH1 inhibitor	-4%	2%	-3%	-2%	-8%	3%	6%	-5%
Vif-A3F inh	4%	-3%	-1%	-7%	2%	2%	12%	0%
USP1 inh	-22%	-17%	-18%	-34%	19%	-24%	-22%	-13%
TrxR1 substrate	-4%[57.1 µM]	0%	-7%&-7%	-3%	9%[57.1 µM]	6%[57.1 µM]	-3%	5%
LDHA block	0	-3	-4&-25	-3	-4	-3	-6	-7
Vif-A3G inh	-5%	0%	1%&0%	-4%	-5%	0%	0%	-2%

17. O=C1CN(S(=O)(=O)c2cccc(C(=O)O)c2)c2ccccc2N1
18. CCC(CO)Oc1cc(NCc2ccccc2C(F)(F)F)c2ncn(C(C)C)c2c1 (stereo not given)
19. NNC(=O)C1CC1(c1ccccc1)c1ccccc1 (stereo not given)
20. CC(/C=C/c1ccccc1)=N\NC(=S)NC(C)C
21. CCNC(=O)CC1C(=O)N(c2ccccc2)C(=O)N1Cc1ccc(OC)cc1 (stereo not given)
22. O=C(CSc1ccc(-c2ccccc2)nn1)N1CCOCC1
23. CCOC(=O)C(CCCP(=O)(c1ccccc1)c1ccccc1)(NC(C)=O)C(=O)OCC
24. O=C(Cn1nc(-c2ccccc2)c2ccccc2c1=O)Nc1ccc(F)cc1
screen / no.	17	18	19	20	21	22	23	24
RGS4 inh	4%	-28%	0%	20%	10%	-13%	14%	-27%
GRP78 ERSR act	-5%	-2%	-3%	-4%	3%	6%	0%	-4%
TrxR1 inh	18%	3%	13%[57.1 µM]	-3%[57.1 µM]	12%	20%	35%	5%[57.1 µM]
mIDH1 inhibitor	6%	-3%	5%	-4%	-1%	-4%	-3%	-7%
Vif-A3F inh	-4%	0%	-10%	u	-2%	0%	2%	-1%
USP1 inh	u	u	-14%	-3%	4%	-21%	-5%	-13%
TrxR1 substrate	12%	-9%	10%[57.1 µM]	-16%	-7%	3%	6%	4%[57.1 µM]
LDHA block	-6	17	-6	-8	-10	-12	-7	-4
Vif-A3G inh	-9%	-10%	0%	-2%	-1%	3%	1%	-3%

25. N#CCSc1nc2c(c(=O)n1Cc1ccco1)C1(CCCC1)Cc1ccccc1-2
26. COc1ccc(C(C)=O)cc1CN1C(=O)NC(c2ccccc2)(c2ccccc2)C1=O
27. Cc1cc(C)cc(NC(=O)Cn2c(=O)c3ccccc3n3nncc23)c1
28. COc1ccc(-c2cc(C(F)(F)F)nc(SCC(=O)N3CCCCC3)n2)cc1OC
29. CC1C(=O)N(Cc2cn(Cc3ccco3)nn2)CCS(=O)(=O)N1Cc1ccc(-c2ccc(F)nc2)cc1 (stereo not given)
30. Cn1nc(C(F)(F)F)c(C(=O)Nc2ccc(F)cc2F)c1Oc1cccc(Cl)c1
31. Cc1ccc2nc(-c3ccccc3)cc(C(=O)NCC3CCCO3)c2c1 (stereo not given)
32. CCOc1cc(CNC(=O)CSc2n[nH]c(-c3ccccc3)n2)cc(OCC)c1OCC
screen / no.	25	26	27	28	29	30	31	32
RGS4 inh	-37%	26%	23%	-16%	x	-24%	5%	6%
GRP78 ERSR act	u	0%	-1%	-1%	-6%	-3%	5%	-2%
TrxR1 inh	45µM*	16%[57.1 µM]	20%	13%	x	16%	6%[57.1 µM]	19%[57.1 µM]
mIDH1 inhibitor	3%	11%	15%	-3%	-3%	3%	11%	20%
Vif-A3F inh	-5%	-2%	2%	-8%	-1%	-11%	4%	-2%
USP1 inh	-12%	-6%	-11%	-13%	3%	-18%	-6%	u
TrxR1 substrate	6%	2%[57.1 µM]	3%	11%	x	-2%	62%	0%[57.1 µM]
LDHA block	0	-6	2	0	-6	1	3&-3	-4
Vif-A3G inh	4%	-13%	1%	-3%	0%	0%	-7%	-4%

4 structures out of the list, ordered by number of heavy atoms, descending:
32. CCOc1cc(CNC(=O)CSc2n[nH]c(-c3ccccc3)n2)cc(OCC)c1OCC
26. COc1ccc(C(C)=O)cc1CN1C(=O)NC(c2ccccc2)(c2ccccc2)C1=O
28. COc1ccc(-c2cc(C(F)(F)F)nc(SCC(=O)N3CCCCC3)n2)cc1OC
25. N#CCSc1nc2c(c(=O)n1Cc1ccco1)C1(CCCC1)Cc1ccccc1-2
screen / no.	32	26	28	25
RGS4 inh	6%	26%	-16%	-37%
GRP78 ERSR act	-2%	0%	-1%	u
TrxR1 inh	19%[57.1 µM]	16%[57.1 µM]	13%	45µM*
mIDH1 inhibitor	20%	11%	-3%	3%
Vif-A3F inh	-2%	-2%	-8%	-5%
USP1 inh	u	-6%	-13%	-12%
TrxR1 substrate	0%[57.1 µM]	2%[57.1 µM]	11%	6%
LDHA block	-4	-6	0	0
Vif-A3G inh	-4%	-13%	-3%	4%

Carrying on:
33. O=C(NCc1cccs1)C1CCN(S(=O)(=O)N2CCCC2)CC1
34. Cc1ccsc1C1Nc2ccc3ncccc3c2C2=C1C(=O)CCC2 (stereo not given)
35. NC(=O)NN=C(C1CC1)C1CC1
36. N#Cc1sc2nc(-c3cccs3)cc(-c3ccc(Cl)cc3)c2c1N
37. CNC(=O)CSc1nnc(COc2ccc(Cl)cc2)n1CCOC
38. COc1ccc(C(=O)N/C(=C/c2cccnc2)C(=O)N2CCOCC2)cc1OC
39. CN(CCOc1ccccc1)S(=O)(=O)c1ccccc1C#N
40. O=S1(=O)C=CC(Sc2nc3ccccc3[nH]2)C1 (stereo not given)
41. CCCCN(C)S(=O)(=O)c1ccc(C(=O)N=c2sc3cc(NC(C)=O)ccc3n2C)cc1
screen / no.	33	34	35	36	37	38	39	40	41
RGS4 inh	21%	21%	-12%	-4%	4%	-31%	-6%	0%	12%
GRP78 ERSR act	-2%	0%	-2%	-4%	-2%	-4%	10%	-2%	-3%
TrxR1 inh	30%	4%[57.1 µM]	20%	1%	4%[57.1 µM]	0%[57.1 µM]	14%	-11%[57.1 µM]	-1%
mIDH1 inhibitor	7%	-16%	0%	2%	-4%	3%	1%	1%	4%
Vif-A3F inh	0%	-19%	-10%	u	-7%	3%	2%	2%	1%
USP1 inh	u	-17%	0%	u	-16%	-8%	-15%	-11%	-1%
TrxR1 substrate	20%	20%[57.1 µM]	4%	-7%	2%[57.1 µM]	9%[57.1 µM]	-6%	-11%[57.1 µM]	4%
LDHA block	-6	10	-2	-7	-5	0	-2	1	-1
Vif-A3G inh	-1%	u	1%	u	1%	1%	2%	1%	-2%
